Screening data deposited in PubChem BioAssay by National Center for Advancing Translational Sciences (NCATS).
HepG2 viability = kills HepG2 cells in TGF-b inhibitor counter-screen. HepG2 CAGA-GFP viability, ATP luminescence, 18 h. Potency, µM (series often up to 46.1 µM), for inactives: at the highest dose activity change, negative = cytotoxicity, most hits filed as cytotoxic. 0.76% of 410,000 active; also: potency is read from the fitted curve at half-maximal effect; some results filed as inactive show a strong effect at the top dose
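HepG2 CAGA-GFP cells (1000/well, DMEM with 1% FBS) received compound, then TGF-beta at 500 pg/mL final, and were incubated 18 hours at 37 degrees C. Viability was read by CellTiter-Glo luminescence. Media-only wells were set as complete cell-killing and DMSO as no toxicity.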
KB-3-1 tox = KB-3-1 parental cell cytotoxicity; KB-3-1 viability, CellTiter-Glo ATP luminescence, 72 h; Potency, µM (series often up to 46.1 µM), for the others: at the top dose activity change, negative = cytotoxic, actives largely listed as cytotoxic; 1.4% of 400,000 active; AID 1347075; also: potency is read from the fitted curve at half-maximal effect; % is scaled to controls: 0 for no effect and ±100 for the full control effect; nearly all actives have a fitted effect of over 60% in size
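Cells are dispensed, compounds pinned in, plates held at 37 °C for 72 h, then CellTiter-Glo is added and luminescence read after 10 minutes. Cell line: parental KB-3-1 in phenol-red-free DMEM, 10% FBS.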
HT1080 IDH1KD tx = kills HT-1080 cells with IDH1 knockdown. Potency, µM (titrated, usually from 46.1 µM), inactives show at the top dose activity, negative = toxicity, actives largely listed as cytotoxic. HT-1080 IDH1 knockdown viability, ATP luminescence, 48 h. 2% of 360,000 active;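 also: potency is read from the fitted curve at half-maximal effect; 0% = DMSO wells and -100% = cell-free medium wells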
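IDH1KD HT-1080 cells, 750/well, RPMI + 5% FBS; compound pinned after 2 h settling; 48 h, 37 °C; CellTiter-Glo luminescence; % activity normalised to DMSO and no-cell wells; curves fitted, classed by r2 and efficacy.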
SW480 rereplic = DNA re-replication induction in SW480 cells; SW480 DNA re-replication, Hoechst DNA content imaging, 48 h; Potency, µM (top dose mostly 46.1 µM), for the others: at the highest dose re-replication activation, usual class: activators; 1.8% of 340,000 active; AID 624297; also: potency is read from the fitted curve at half-maximal effect; % of control where 0% means no effect; nearly all actives have a fitted effect of over 55% in size
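Compounds, transferred as 23 nL by pin tool, were incubated with cells for 48 hr; DNA content per nucleus was then quantified by Hoechst staining and fluorescence plate imaging.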
ATXN viability = reduces viability in counter-screen for ATXN expression inhibitors | Potency, µM (series often up to 56.7 µM), most hits filed as cytotoxic | S2 cells (HEK-293 line with an ATXN2-luciferase reporter) viability, CellTiter-Fluor protease fluorescence, 24 h | 0.49% of 400,000 active | AID 651635; also: potency is read from the fitted curve at half-maximal effect; nearly all actives have a fitted effect of over 40% in size
ATXN2 expr inh = reduces ATXN2 reporter expression in HEK-293 cells | HEK-293 ATXN2-luciferase reporter, luminescence, 24 h | Potency, µM (highest dose often 57 µM), for inactives: at the top dose activity change, negative = inhibition, usual class: inhibitors | 0.72% of 360,000 active; also: potency is read from the fitted curve at half-maximal effect; % is scaled to controls: 0 for no effect and ±100 for the full control effect; nearly all actives have a fitted effect of over 55% in size
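ATXN2-luciferase reporter cells (luciferase flanked by upstream and downstream ATXN2 gene portions) were treated 24 h at 37 °C with compounds at up to 57 uM. SteadyGlo luminescence gave expression; GF-AFC fluorescence gave viability.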
IL-1B inflam inh = inflammasome signaling inhibition, IL-1 beta readout; THP-1 LPS/ATP IL-1B secretion, AlphaLISA, 16 h; stronger effect = lower value; activity change, % at 57.5 µM; 4.7% of 360,000 active; AID 743279; in the data active = activity change below about -50%; inconclusive = mostly about -30% to -49%; also: % is scaled to controls: 0 for no effect and ±100 for the full control effect
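THP-1 cells pretreated 1 hr with compounds (up to 57.5 uM final), then stimulated with LPS (250 ng/mL final) plus ATP (1.25 mM final); secreted IL-1B measured by AlphaLISA after 16 hr, decreased signal indicating inhibition.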
MCF10A rereplic = DNA re-replication induction in MCF 10a cells | AID 624296 | 2.9% of 350,000 active | MCF 10A DNA re-replication, Hoechst nuclear intensity, 48 h | Potency, µM (highest dose often 46.1 µM), for inactives: top-dose activity, positive = re-replication, actives largely listed as activators; also: potency is read from the fitted curve at half-maximal effect; % of control where 0% means no effect; nearly all actives have a fitted effect of over 50% in size
HT1080-NT tox = kills 2HG-producing HT-1080-NT fibrosarcoma cells | AID 686970 | Potency, µM (titrated, usually from 46.1 µM), for inactives: top-dose activity, negative = less viability, most hits filed as cytotoxic | HT-1080-NT fibrosarcoma viability, CellTiter-Glo ATP luminescence, 48 h | 1.6% of 360,000 active;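 also: NT is the 2HG producing partner of a matched IDH1 knockdown line; potency is read from the fitted curve at half-maximal effect; 0% = DMSO-treated cells and -100% = media-only wells without cells; nearly all actives have a fitted effect of over 55% in size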
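750 cells/well, RPMI + 5% FBS; 2 h settle, compound pin-transfer, 48 h at 37 degrees C. CellTiter-Glo 10 min RT, luminescence. Normalized to DMSO and media-only wells.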
Starred values were filed as active, the others as inactive; i = inactive; ? = inconclusive; nt = no result given; [ ] = remark or other dose. Unless noted, calls follow the shape of the dose curve; as a rule, active = well fitted curve in the direction sought with a large enough effect; inconclusive = small, poorly fitted or top-dose-only effect, or another doubt; inactive = no such curve, though single readings can be large; an effect the other way counts as inactive or inconclusive.

SMILES | HepG2 viability | KB-3-1 tox | HT1080 IDH1KD tx | SW480 rereplic | ATXN viability | ATXN2 expr inh | IL-1B inflam inh | MCF10A rereplic | HT1080-NT tox
CN(CC(=O)Nc1ccccc1C(F)(F)F)C(=O)c1ccccc1Sc1ccccc1C#N | -20% | -2% | -1% | 8% | i | 1% | 33 | 23% | -3%
Cc1cc(S(=O)(=O)N2CCCCC2CCNC(=O)C(=O)NCC2CCCO2)ccc1F (configuration not stated) | -3% | -4% | 8% | -2% | i | -8% | -3 | 1% | 1%
CC1(Oc2ccc(-n3ccnc3)cc2)CCN(Cc2cccn2-c2nccs2)C1 (configuration not stated) | -13% | -1% | 8% | nt | ? | -3% | 0 | nt | 9%
O=C(COc1ccc(Cl)cc1Br)NC(=O)NCc1ccccc1 | 3% | 7% | 10% | 0% | i | -7%[11.3 µM] | 0 | 0% | 4%
CCOc1ccc(NC(=O)CN(C)C(=O)c2sccc2-c2ccccc2)cc1OCC | -15% | 0% | -27% | 27% | i | -3% | -5 | 1% | -5%
COc1ccccc1C(C)NCC(=O)NC(=O)NCc1ccco1 (configuration not stated) | -12% | 18% | 5% | -6% | i | -3% | -1 | 15% | 0%
COC(=O)c1ccc(NC(=O)CSCc2ccccc2C)cc1 | 5% | 16% | 2% | -6% | i | 18% | 5 | ? | 16%
O=c1c2c3c(sc2nnn1Cc1ccc(F)cc1)CCCC3 | -32% | -4% | nt | nt | i | 7% | nt | nt | nt
CS(=O)(=O)N1CCN(C(=O)c2ccc(F)cc2)CC1 | 0% | 1% | 11% | 5% | i | -1% | 38 | -4% | -2%
O=C(NCc1ccc(F)cc1)C(=O)Nc1ccc2nc3n(c(=O)c2c1)CCCCC3 | -4% | 3% | nt | nt | ? | -15% | nt | nt | nt
C[C@H](NC(=O)c1nc[nH]c1C(=O)NCC(=O)OC(C)(C)C)C(=O)OC(C)(C)C | 7% | -2% | -5% | 3% | ? | -38% | 15 | -12% | 2%
O=C(NCCC1CCCCN1S(=O)(=O)c1cccs1)C(=O)Nc1cccc(F)c1 (configuration not stated) | 8% | -22% | -11% | -3% | i | 6% | 8 | ? | 2%
COc1ccc2c(c1)[C@H]1[C@H](CO2)[C@H](c2ccccc2)[C@]2(C)C(=O)Nc3ccc(C)cc3C(=O)N12 | 1% | ? | -16% | ? | i | 6% | -28 | 21µM* | -26%
Cn1cnnc1SCc1ccc(-c2ccc(Br)cc2)o1 | -20% | -2% | -9% | -3% | i | 12% | -14 | 0% | -14%
COc1cc(C(=O)O/N=C2\C=CC(=O)C=C2C)cc(OC)c1OC | 0% | -11% | 15% | 20% | i | -9% | 24 | 22% | 5%
O=C(CCCN1C(=O)/C(=C\c2cccs2)SC1=S)NNC(=O)c1ccncc1 | -21% | 0% | -14% | 17% | ? | -11% | 5 | -1% | -2%
Cc1oc2c(CN(C)C)c(O)ccc2c(=O)c1-c1cscn1 | 3% | -6% | 0%[9.24 µM] | 1% | i | -2% | 11 | 1% | -6%
O=C(NN1C(=O)C2C(C1=O)C1C=CC2C12CC2)c1ccncc1 (configuration not stated) | 9% | 5% | 14% | 2% | i | 7% | 4 | -2% | 16%
COC(CNC(=O)CSCc1nc(-c2ccc(SC)cc2)oc1C)OC | 3% | -15% | -9% | -9% | i | -15% | 18 | -2% | -7%
Cc1ccc(S(=O)(=O)NNC2=NCCCCC2)cc1 | 4% | -2% | 17% | 0% | i | 12%[11.3 µM] | -14 | 7% | 23%
COc1ccc(C(=O)c2sc3nc(-c4ccc(OC)cc4)ccc3c2N)cc1 | 2% | 17% | 18% | ? | i | -3% | 20 | ? | 10%
Cc1ccc2c(Cl)c(C)c(N3CCCCC3)nc2n1 | -42% | ? | 2% | 5% | i | 0% | -9 | ? | 13%
CCOC(=O)CC(=O)Nc1ccc(Br)cc1C(=O)O | 5% | -7% | -9%[9.24 µM] | -3% | i | 5% | 18 | 6% | -2%
Nc1nc2ncc(C(=O)c3cc(F)ccc3O)cc2s1 | 3% | 8% | -2% | -6% | i | 9% | 26 | 16% | 2%
CNC(=S)NNC(=O)c1oc2nc(-c3ccccc3)cc(C)c2c1N | -65% | -4% | -28% | 6.5µM* | i | 7% | 3 | 2.6µM* | -23%

Next part.
SMILES | HepG2 viability | KB-3-1 tox | HT1080 IDH1KD tx | SW480 rereplic | ATXN viability | ATXN2 expr inh | IL-1B inflam inh | MCF10A rereplic | HT1080-NT tox
Cc1nc(-c2ccc(Cl)cc2)sc1CCNC(=O)Cc1ccc(F)cc1 | -13% | -19% | nt | nt | i | -4% | nt | nt | nt
O=C(c1cc2cccc([N+](=O)[O-])c2oc1=O)N1CCOCC1 | 39% | 1% | 4% | -11% | i | nt | -7 | -1% | 4%
CC(CCc1ccccc1)NC(=O)C1CCN(S(=O)(=O)c2ccc(F)cc2)CC1 (configuration not stated) | -3% | -13% | -12% | -12% | i | 10% | -63* | 7% | 6%
COc1ccc(CN2C(=O)CN=C2Nc2cc(C)ccc2C)cc1 | -7% | ? | ? | 8%[9.22 µM] | i | -7% | 5 | 10% | ?
CCOC(=O)N1CCN(c2ncnc3c2cnn3-c2ccc(OC)cc2)CC1 | 19% | 0% | -2% | 2% | i | 9% | -24 | 2% | -5%
Cc1cccc2c(=O)n(C(=O)c3ccccc3)c(N)nc12 | -25% | 1% | -5% | nt | nt | nt | 25 | nt | -5%
Cc1nnc2n(-c3ccccc3)c(=O)c3c4c(sc3n12)CC(C)CC4 (configuration not stated) | 3% | 2% | -2% | -2% | i | -8% | -27 | 4% | 4%
O=C(NNC(=O)C12CC3CC(CC(C3)C1)C2)c1ccccc1F | -1% | 6% | 11% | -11% | nt | -12% | 0 | 8% | 1%
CCOC(=O)C1=C[C@@H](C)N(S(=O)(=O)c2ccc(C)cc2)[C@H]1c1ccccc1 | -16% | 0% | -7% | nt | ? | -18% | 1 | nt | -3%
C=CCn1c(O)c(C(CC)=Nc2ccccc2NC(=O)CC)c(=O)[nH]c1=O | -3% | 1% | 1% | -3% | i | 5% | 17 | 7% | -4%
CCOc1ccc(-n2c(CCc3ccccc3)n[nH]c2=S)cc1 | -25% | 2% | -12% | 1% | i | -9% | 5 | 4% | -2%
O=C(Cc1ccc(F)cc1)Nc1c2c(nn1-c1cccc(Cl)c1)CS(=O)C2 (configuration not stated) | 21% | 5% | 2% | 2% | i | -3% | 13 | 10% | 7%
Fc1ccccc1N1CCN(Cc2nc(-c3ccc(Cl)cc3Cl)no2)CC1 | 5% | -8% | 0% | -5% | i | 3% | -4 | ? | 6%
CC(C)n1cnnc1SCC(=O)Nc1cccc(S(=O)(=O)N(C)c2ccccc2)c1 | -3% | 1% | -10% | 6% | i | -28% | 29 | -1% | -6%
Cc1ccc(NC(=O)CN(C)C(=O)CSc2nc3ccccc3c(=O)n2Cc2ccco2)cc1 | 49% | 0% | -24% | 4% | ? | -8% | -3 | 19% | -21%
O=C(O)CC/C(=N/NC(=O)CNC(=O)c1ccc2c(c1)OCCO2)c1ccccc1 | -5% | 0% | 0% | -4% | i | 0% | 25 | -3% | 1%
CC(=O)NNc1[nH]c2c(c(=O)c1[N+](=O)[O-])c(=O)n(C)c(=O)n2C | 9% | 8% | -1% | 0% | i | -14% | 12 | -9% | 2%
CCOc1ccc(N2C(=O)C3C4C=CC([C@H]5CC45)[C@@H]3C2=O)cc1 (some centres not stated) | 3% | -6% | 5% | 8% | ? | -3% | 18 | -9% | 8%
CCOc1ccc(-c2csc(NC(=O)C3CCCO3)n2)cc1 (configuration not stated) | -27% | -30% | 2% | 0% | i | 39%[activator] | 0 | 6% | -2%[9.24 µM]
COc1cc(C(=O)NCC(c2ccco2)N2CCCC2)ccc1OCc1c(C)noc1C (configuration not stated) | 2% | ? | 11% | 3% | i | 22% | 3 | 0% | 18%
COc1ccc(/C(C)=N/NC(=O)CNC(=O)c2ccco2)c(OC)c1 | 2% | -4% | 12% | -3% | i | 4% | 25 | 3% | 4%
O=C1CN(C(=O)COc2c(Cl)cccc2Cl)c2ccccc2N1 | -5% | 6% | -7% | 2% | i | 2% | 15 | -2% | -2%
CCOC(=O)c1sc2cccc(F)c2c1S(=O)(=O)NCc1ccccc1Cl | -16% | -5% | nt | nt | i | -6% | nt | nt | nt
Clc1ccc(CN2C3=NCCCN3c3ccccc32)cc1 | -4% | ? | -27% | -2% | i | -21% | -29 | 5% | ?
COC(=O)C[C@@H]1C=C[C@H](NC(=O)Cc2ccccn2)[C@@H](CO)O1 | nt | 2% | 4% | nt | nt | nt | 27 | nt | 11%

(further entries)
SMILES | HepG2 viability | KB-3-1 tox | HT1080 IDH1KD tx | SW480 rereplic | ATXN viability | ATXN2 expr inh | IL-1B inflam inh | MCF10A rereplic | HT1080-NT tox
CC(=O)Nc1cccc(Nc2nc(-c3ccccc3)nc3ccccc23)c1 | -12% | ? | -19% | 4% | i | -26% | ? | 19% | -17%
Cc1ccn2cc(-c3cccc(NC(=O)c4cccs4)c3)nc2c1 | -24% | 1% | -7% | -9% | i | 14% | -99* | ? | -3%
NS(=O)(=O)c1ccc(CCNC(=O)c2ccccc2Cc2ccccc2)cc1 | -12% | 3% | 0% | -1% | i | -13% | 0 | -1% | 0%
CN(c1ccc(OCC(=O)OCC(=O)Nc2ccccc2F)cc1)S(=O)(=O)c1cccs1 | -2% | ? | 6% | -8% | i | 3% | -2 | 0% | 10%
O=C(Nc1ccccc1Oc1ccsc1C(=O)O)c1ccccc1 | 1% | 4% | -1% | -31% | i | nt | 15 | -5% | -2%
CN(CC(=O)Nc1ccc(F)cc1)C(=O)CCc1nc2sc3c(c2c(=O)[nH]1)CCCC3 | -40% | -5% | 0% | ? | ? | -14% | 12 | 22% | -1%
CCOc1ccc(S(=O)(=O)N/N=C\c2ccc3c(c2)OCO3)cc1 | -16% | -2% | -9% | 2% | i | 2% | 0 | 17% | 3%
